H37Rv inhibition – M. tuberculosis growth inhibition, HTS (AID 449762); actives 0.59% (n = 330,000); inhibition, % at 25 µM; hits with a dose series show IC50 in µM; M. tuberculosis H37Rv growth inhibition, 7H9 media; higher % means a stronger effect; in the data active = a potency from the dose series; inconclusive = inhibition above about 70% without an active follow-up result;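 also: bacterial growth assessed after seven days of incubation; strong numbers were not always called active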
influenza NS1A – NS1A inhibition, H1N1 influenza, cell based functional assay (AID 504329). actives 0.3% (n = 340,000). inhibition, % at 12.5 µM, or IC50 in µM where a hit was titrated. NS1A functional cell-based assay, percent inhibition; higher % means a stronger effect; in the data active = a potency from the dose series; inconclusive = inhibition above about 27% without an active follow-up result; also: strong numbers were not always called active
tuberculosis growth – growth inhibition of non-replicating M. tuberculosis (AID 488890). inhibition, % at 25 µM, or IC50 in µM where a hit was titrated. Mycobacterium tuberculosis non-replicating, growth inhibition; higher % means a stronger effect. actives 0.39% (n = 320,000); in the data active = a potency from the dose series; inconclusive = inhibition mostly from about 82% at the one dose, without a potency; inactive = the rest, 99 in 100 with inhibition below about 76%;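 also: plate controls were DMSO cells for no effect and high antibiotic wells for full effect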
PhoP GFP inhibition – PhoP regulon inhibitors, Salmonella typhi PhoP promoter GFP reporter, confirmatory (AID 1850); Salmonella Typhi PhoP-promoter GFP reporter, fluorescence, 4 h; higher % means a stronger effect; inhibition, % at 50 µM, or IC50 in µM where a hit was titrated; actives 0.33% (n = 310,000); in the data active = a potency from the dose series; inconclusive = inhibition mostly from about 25% at the one dose, without a potency; inactive = the rest, 99 in 100 with inhibition below about 19%;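 also: 0% = induced wells with vehicle and 100% = uninduced wells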
VEEV TC-83 Vero – inhibitors of VEEV TC-83 cytopathic effect, confirmation, Vero cells (AID 588727); inhibition, % at 20 µM; hits with a dose series show IC50 in µM; Vero cells, VEEV TC-83 cytopathic effect inhibition; higher % means a stronger effect; actives 0.13% (n = 350,000); in the data active = a potency from the dose series; inconclusive = inhibition mostly from about 14% at the one dose, without a potency; inactive = the rest, 99 in 100 with inhibition below about 12%; also: strong numbers were not always called active
VEEV TC-83 Vero 10K pilot screen – recorded beside VEEV TC-83 Vero, whose call it bears; inhibition, %; measured here: 10K pilot screen inhibition
Active calls of the source: *; i = inactive; ? = inconclusive; . = no result given; & = joins results of further samples.

The opening 5 entries, ahead of the listing:
SMILES | H37Rv inhibition | influenza NS1A | tuberculosis growth | PhoP GFP inhibition | VEEV TC-83 Vero | others
CC(=O)Nc1ccc(SCc2ncc(-c3ccccc3)o2)cc1 | 12% | 5% | 0% | 10% | 9.4%
COc1ccc2ccccc2c1/C=N/NC(=O)c1ccc(C)nc1 | -2% | 4% | -21% | -4% | 2.5%
O=c1cc(NS(=O)(=O)c2ccccc2)nc(SCc2c(Cl)cccc2Cl)[nH]1 | 7% | -1% | . | -5% | 3.1%
CCc1cc2c(SCc3ccc(C(=O)OC)o3)ncnc2s1 | 7% | -7% | 46% | -6% | 1.2%
CC(C)n1ncc2c(C(=O)NCc3cccnc3)cc(C3CC3)nc21 | . | -10% | . | . | 2.5%

The whole of this part (from the top)
SMILES | H37Rv inhibition | influenza NS1A | tuberculosis growth | PhoP GFP inhibition | VEEV TC-83 Vero | others
CC(=O)Nc1ccc(SCc2ncc(-c3ccccc3)o2)cc1 | 12% | 5% | 0% | 10% | 9.4%
COc1ccc2ccccc2c1/C=N/NC(=O)c1ccc(C)nc1 | -2% | 4% | -21% | -4% | 2.5%
O=c1cc(NS(=O)(=O)c2ccccc2)nc(SCc2c(Cl)cccc2Cl)[nH]1 | 7% | -1% | . | -5% | 3.1%
CCc1cc2c(SCc3ccc(C(=O)OC)o3)ncnc2s1 | 7% | -7% | 46% | -6% | 1.2%
CC(C)n1ncc2c(C(=O)NCc3cccnc3)cc(C3CC3)nc21 | . | -10% | . | . | 2.5%
Cc1ccnc2nc(NC(=O)c3ccco3)nn12 | 3% | 6% | 0% | 0% | 1.1%
O=C(c1ccc(-c2cccc(Cl)c2Cl)o1)N1CCOCC1 | 4% | -1% | 34% | 0% | 5.1%
C[C@H](NC(=O)[C@@H]1Cc2ccccc2CN1)C(=O)NCC1CCCO1 (stereo not given in full) | 0% | 5% | 15% | 6% | 0.9%
Cc1ccc(NC(=O)NC2CC(=O)N(c3ccc4c(c3)OCCO4)C2)cc1 (stereo not given) | -1% | -7% | -12% | 4% | 2.9%
COc1cc2c(C(=O)NCc3ccc4c(c3)OCO4)cn(CC(C)C)c(=O)c2cc1OC | 9% | 4% | -4% | -4% | 0.3%
O=C(Nc1ccc(Cl)cn1)C1CC1 | 5% | -9% | 14% | 13% | 0.1%
CCOC(=O)N1CCN(Cc2nc(N)nc(Nc3ccc(Oc4ccccc4)cc3)n2)CC1 | ? | -6% | 72% | 6% | 5.6%
CCSc1nnc(NC(=O)CN2C(=O)NC3(CCCC3)C2=O)s1 | -2% | -13% | -2% | . | 1.4%
CCCCCc1ccc(-c2cn(Cc3ccc4ccccc4c3)nn2)cc1 | -2% | 7% | -1% | 1% | i | VEEV TC-83 Vero 10K pilot screen=0.4
O=C(COc1ccc2ccccc2c1Br)Nc1ccncc1 | -3% | -13% | 15% | -9% | 8.3%
C[C@H]1CN([C@@H](C)CO)C(=O)Cc2cc(NC(=O)C3CC3)ccc2O[C@H]1CN(C)Cc1ccc(C(=O)O)cc1 | -2% | -6% | -1% | . | 0.5%
Cc1cccc2sc(NNC(=O)c3ccc(S(=O)(=O)N4CCc5ccccc5C4)cc3)nc12 | 0% | >100µM* | -24% | -2% | 4.1%
CCn1ncc(/C=N/NC(=O)c2cc(Cl)ccc2OC)c1C | -3% | -9% | -14% | -3% | 1.6%
N#Cc1ccc(CNc2cnccn2)cc1 | -13% | -4% | -21% | -12% | 1.9%
CCOC(=O)COc1ccc(S(=O)(=O)NCCC2=CCCCC2)cc1 | 14µM* | -5% | ? | 1% | i
CC(=O)Nc1ccc(C=NNc2ccc(S(=O)(=O)Nc3ccccc3C(=O)O)cc2[N+](=O)[O-])cc1 | 8% | 15% | 36% | . | 0.1%
O=C(NCc1ccco1)C(Cc1ccccc1)NS(=O)(=O)c1cccc2nsnc12 (stereo not given) | 3% | 9% | 17% | -2% | 2.8%
Cc1cc(NC(=O)CCCN2C(=O)/C(=C\c3cccs3)SC2=S)no1 | 16% | -5% | 1% | -8% | 0.5%
CCOC(=O)N1CCN(CC(O)COc2ccccc2[N+](=O)[O-])CC1 (stereo not given) | -5% | -8% | -3% | -12% | 1.6%

As a short view, some entries already given:
SMILES | H37Rv inhibition | influenza NS1A | tuberculosis growth | PhoP GFP inhibition | VEEV TC-83 Vero | others
Cc1cc(NC(=O)CCCN2C(=O)/C(=C\c3cccs3)SC2=S)no1 | 16% | -5% | 1% | -8% | 0.5%
CCOC(=O)N1CCN(CC(O)COc2ccccc2[N+](=O)[O-])CC1 (stereo not given) | -5% | -8% | -3% | -12% | 1.6%

(list continues)
SMILES | H37Rv inhibition | influenza NS1A | tuberculosis growth | PhoP GFP inhibition | VEEV TC-83 Vero | others
Cc1cc(C(=O)N2CCCC(C(=O)c3cccc4ccccc34)C2)nc(C)n1 (stereo not given) | 8% | -1% | 6% | 3% | i
COc1ccc(CNc2nc(C)c([N+](=O)[O-])c(C)c2C#N)cc1 | 4% | -2% | 3% | 3% | 1.0%
CCc1nn2c(N)c(/C=C3\C=Nc4ccccc43)c(=O)nc2s1 | 2%&4% | -1% | 23%&49% | -3%&4% | 9.2%&4.6% | VEEV TC-83 Vero 10K pilot screen=7.6
NNC(=O)Cn1c(COc2ccc(Cl)cc2)nc2ccccc21 | 3% | -4% | -11% | 3% | i
CC(=O)c1ccccc1NC(=O)COC(=O)/C=C/c1cccs1 | ? | -12% | 20% | -6% | 3.7%
COc1cccc(C(=O)CN(C(=O)c2ccc(Cl)cc2Cl)N2C(=O)c3ccccc3C2=O)c1 | 2% | 8% | . | 1% | i
Cn1ncc(C#N)c1NC(=O)c1cc(-c2ccccc2Cl)on1 | -9% | 7% | 9% | 12% | 4.0%
O=C(O)c1cnn2c1NC(c1cccs1)CC2C(F)(F)F (stereo not given) | -9% | -2% | -4% | 25% | 3.3%
CCc1ccc(C(=O)COC(=O)CNC(=O)COc2ccccc2)cc1 | 10% | 5% | 24% | -9% | 0.3%
O=C(CN1C(=O)c2ccccc2S1(=O)=O)c1ccc2c(c1)OCCO2 | 3% | 22% | -3% | 0% | i
COc1ccc(CNC(=O)C(C)c2ccc([N+](=O)[O-])cc2)cc1 (stereo not given) | 8% | 12% | 36% | 0% | i
CC(C)N1C(=O)CCC1C(=O)NCc1cccs1 (stereo not given) | -5% | -4% | -4% | 19% | 0.4%
O=C(NC(=S)Nc1ccc2[nH]c(=O)[nH]c2c1)c1ccccc1F | -5% | -3% | -3% | -5% | 5.7%
O=C(O)c1cccc(N2C(=O)c3ccc(Oc4ccc(Cl)cc4)cc3C2=O)c1 | 5% | 2% | -3% | 6% | 2.8%
COc1cc(OC)c(NC(=O)CCNS(=O)(=O)c2ccc3c(c2)oc(=O)n3C)cc1Cl | -4% | 4% | -6% | 7% | i
COc1ccc(/C(C#N)=C/c2c(-c3ccc(Cl)cc3)nc3c(C)cccn23)cc1 | 6% | 4% | -7% | -1% | 5.4%
CC(C)Cn1nc(NC(=O)C2CCCO2)c2cc3ccccc3nc21 (stereo not given) | 5% | -24% | 3% | 1% | 9.2%
Cc1ccc(NC(=O)CCC(=O)c2ccc(Br)cc2)cc1 | 5% | -2% | 29% | 3% | 1.0%
COc1cc(C=O)c(Br)cc1OCC(=O)NCc1ccccc1 | 2% | 6% | 26% | -5% | i
O=C(/C=C/c1ccco1)N/C(=C\c1ccco1)C(=O)NCCc1nc2ccccc2[nH]1 | -5% | -2% | -6% | -7% | 0.8%
COc1cc(/C=N/N=C2/C(=O)Nc3ccccc32)ccc1O | 2% | 14% | 0% | -10% | 12%
CCOC(=O)c1csc(-c2sccc2Br)n1 | ? | -3% | ? | -1% | 0.3%
COc1ccc(C(=O)NCC(=O)N/N=C/c2cccc(OC(=O)c3ccco3)c2)cc1OC | 5% | -5% | 13% | -8% | 2.2%
COc1ccc(-c2nn(CC(=O)N3CCCCC3)c(=O)c3ccccc23)cc1 | 7% | . | 8% | -3% | .
CCn1ccnc1CN1CCCC(C(=O)c2cc(C)c(OC)c(C)c2)C1 (stereo not given) | 1% | -2% | 60% | -13% | 0.2%
CC(=O)Nc1cc2c(cc1NC(=O)Cn1nc(-c3ccccc3F)ccc1=O)OCCO2 | -7% | 8% | 6% | 7% | 2.8%
COc1cccc(CNC(=O)c2ccc(S(=O)(=O)N3CCCC3)cc2)c1 | -2% | 0% | 12% | -1% | 7.1%
CC(=O)Nc1ccccc1C(=O)OCc1ccc(C(=O)c2ccccc2)cc1 | 18% | 3% | 37% | -6% | i
COc1ccc(CCNC(=O)Cn2c(=O)n(-c3cc(F)ccc3F)c(=O)c3sccc32)cc1OC | 3% | -7% | 5% | 19% | 3.3%
CCN(CC(=O)Nc1c(F)cccc1F)C(=O)CN(C)S(=O)(=O)c1ccc(F)cc1 | -11% | -19% | -10% | 4% | i
CCOC(=O)N1CCN(C(=O)CN(Cc2ccccc2)S(=O)(=O)c2ccc(OC)c(C)c2)CC1 | -1% | -2% | 15% | 6% | 0.4%
O=C1CCN(CCCc2ccccc2)CCN1[C@H](CO)Cc1ccccc1 | -2% | -9% | 9% | 2% | i
O=C1CCC([N+](=O)[O-])C(c2ccccc2F)N1 (stereo not given) | -1% | 16% | -3% | 2% | 0.2%
CCCCCCC(=O)NC(Nc1ccc(S(N)(=O)=O)cc1)C(Cl)(Cl)Cl (stereo not given) | -2% | -22% | 23% | -18% | 0.5%
CC1CC2(CC(C)(C(=O)CSc3n[nH]c(-c4ccccc4Cl)n3)OC2=O)C(=O)O1 (stereo not given) | -4% | 7% | 0% | -9% | 6.4%
COc1cccc(NC(=O)CSc2nnc(-c3cccnc3)o2)c1 | -5% | 2% | 5% | 6% | 3.7%
Cc1nn(S(=O)(=O)N2CCOCC2)c(C)c1Br | -9% | -6% | -1% | 2% | 0.3%
COc1ccc(CC(=O)Nc2nc(-c3ccncc3)cs2)cc1 | 62% | 3% | 35% | -6% | 0.0%
COc1cc(S(=O)(=O)Nc2c(C)nn(C)c2C)ccc1NC(C)=O | 0% | -14% | -5% | 2% | 2.4%
COc1ccc(O)c(/C=C2/SC(=S)N(Cc3ccccc3)C2=O)c1 | 7% | 8% | 63% | -1% | 12%
COc1cc(CN2CCN(CC3CC3)CC2CCO)cc(OC)c1 (stereo not given) | 2% | 4% | 29% | 9% | 0.4%
Cc1ccccc1NC(=O)c1ccc(S(=O)(=O)N(C)C)cc1 | -10% | -3% | . | 14% | 3.7%
Cc1ccc(NC(=O)c2ccc([N+](=O)[O-])o2)c(C)c1 | ? | 2% | 8.9µM* | 77µM* | 7.0%
O=C(c1ccc(F)cc1)C1CCN(C(=S)Nc2ccccc2)CC1 | 1% | 9% | 10% | 1% | 1.4%
O=C(Cc1cccc(NC(=O)C2CCCN(C(=O)C3CCC3)C2)c1)Nc1cccc(C(=O)N2CCCCC2)c1 (stereo not given) | . | -25% | . | . | i
CCCCNC(=O)O[C@H]1C[C@@H]2CCN3C(=O)CCC[C@H]([C@H]1CC)[C@H]23 | -10% | -7% | -10% | -5% | 2.5%
COc1ccc(C(=O)NCC(=O)N/N=C/c2c(C)[nH]c3ccccc23)cc1 | 3% | 0% | 33% | 4% | 4.9%
Cc1onc(-c2c(Cl)cccc2Cl)c1C(=O)Nc1ccc(Cl)cn1 | 8% | -20% | 30% | -7% | 4.9%
Cc1sc2ncnc(Sc3ccccc3C(=O)Nc3ccccc3Cl)c2c1C | 6% | 9% | 3% | -3% | 0.4%
c1ccc2c(c1)nc1n2CCN1CCNC1CCCCC1 | -3% | -8% | -8% | 14% | 0.2%
Cc1cc(C(F)(F)F)nn1CC(=O)NCc1ccco1 | -3% | -5% | 8% | -10% | 0.3%

Compound activity as filed in PubChem.

Compounds as they come; about 1.5% have a hit in one of these screens.
